# Screening results from PubChem.
# IL1B cytotox = cytotoxicity in IL-1B stimulated HUVEC, primary screen, cytotoxicity control for IL-1B NFkB translocation project, imaging, Hoechst nuclear count, IL-1B stimulus; AID 845, 2007; HUVEC cell count loss; cell count reduction, % at 2 µM; 0.41% of 94,000 active;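 active = cell count reduction more than 3 SD above the screen-wide mean, cut at about 70% in these data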;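 note: normalized per plate to untreated control cells as the no-loss baseline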
# hDAT+cocaine = changed hDAT dopamine uptake under cocaine IC80, either direction, primary screen, cocaine antagonist project, cell-based, LLC-PK1 hDAT, [14C]-dopamine uptake, MLSMR | Sodium-dependent dopamine transporter (Homo sapiens), Q01959 | LLC-PK1 hDAT cells, [14C]-dopamine uptake with cocaine IC80; actives deviate in either direction | B-score at 10 µM | 1.3% of 110,000 active;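 active = Z score or B-score, a plate-position-corrected score, falls beyond the plate's 99.7% confidence bounds, in either direction; inactive = both scores lie inside the 99.7% bounds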;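 note: scored against the spread of the other compound wells on the same plate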
# VCAM1 TNFa inh = inhibitors of TNFa-induced VCAM1 expression, primary screen, imaging, HUVEC, TNFa stimulus, immunofluorescence. HUVEC TNFa-induced VCAM-1 immunofluorescence, high-content imaging. inhibition, % at 2 µM. 0.48% of 95,000 active;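 active = inhibition above the batch mean plus 3 SD, with images confirmed as a hit by eye, cut at about 37% in these data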;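 note: 0% = TNF-stimulated DMSO wells and 100% = unstimulated control wells; not every result past the cut was called active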
# PLK1 inh = human PLK1 kinase inhibitors, primary screen, biochemical, TR-FRET | Serine/threonine-protein kinase PLK1 (Homo sapiens), P53350 | recombinant PLK1 kinase, TR-FRET peptide phosphorylation | inhibition, % at 10 µM | 0.53% of 97,000 active;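 active = inhibition of 50% or more in the single-concentration screen; inactive = inhibition below 50%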;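 note: 0% = DMSO max control and 100% = H-89 dihydrochloride min control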
# E coli WT exp = growth inhibitors of wild-type E. coli, primary screen, strain BW25113, expanded library, OD600; OD600 absorbance; growth inhibition, % at 100 µM; 0.15% of 98,000 active; AID 710, 2007;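 active = growth inhibition above about 50% at one test dose, limit read from the data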;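 note: growth measured after 20 h incubation at 37 °C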
# F-actin modifier = modifiers of F-actin cytoskeleton organization, primary screen, imaging, HUVEC, phalloidin staining, high-content imaging; 0.18% of 91,000 active; inhibition, % at 2 µM; HUVEC TNFa F-actin phalloidin imaging; AID 836, 2007;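 active = inhibition above the batch mean plus 3 SD and confirmed as a hit by visual image inspection, cut at about 30% in these data, passing the limit was not always enough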; note: strong numbers were not always called active
# HUVEC tox TNFa = cytotoxicity in TNFa-stimulated HUVEC, primary screen, cytotoxicity control for VCAM1 expression modulator project, imaging, Hoechst nuclei count | HUVEC TNFalpha-stimulated, Hoechst cell count | cell count reduction, % at 2 µM | 0.17% of 93,000 active;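 active = cell count reduction exceeding the screen mean by over 5 SD, scaled to untreated wells per plate, cut at about 78% in these data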;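 note: cells counted after 24 h of TNF alpha exposure following the 1 h pretreatment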
# PLK1 PBD inh = Plk1 polo box domain binding inhibitors, primary screen, biochemical, fluorescence polarization. Plk1 PBD phosphopeptide binding. inhibition, %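 (tested at about 20 µM)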. 0.13% of 97,000 active. AID 693, 2007; in the data active = inhibition above about 34%, passing the limit was not always enough
# sEH inhibitor = soluble epoxide hydrolase inhibitors, primary screen, biochemical, human sEH. inhibition, % at 2 µM. Bifunctional epoxide hydrolase 2 (Homo sapiens), P34913. recombinant human sEH enzymatic activity assay. 0.34% of 91,000 active; in the data active = inhibition above about 80%; note: values of inactives mirror those of a sister screen read the other way; many of its hits are not listed in these tables
# Target sequence (P34913 whole entry, looked up): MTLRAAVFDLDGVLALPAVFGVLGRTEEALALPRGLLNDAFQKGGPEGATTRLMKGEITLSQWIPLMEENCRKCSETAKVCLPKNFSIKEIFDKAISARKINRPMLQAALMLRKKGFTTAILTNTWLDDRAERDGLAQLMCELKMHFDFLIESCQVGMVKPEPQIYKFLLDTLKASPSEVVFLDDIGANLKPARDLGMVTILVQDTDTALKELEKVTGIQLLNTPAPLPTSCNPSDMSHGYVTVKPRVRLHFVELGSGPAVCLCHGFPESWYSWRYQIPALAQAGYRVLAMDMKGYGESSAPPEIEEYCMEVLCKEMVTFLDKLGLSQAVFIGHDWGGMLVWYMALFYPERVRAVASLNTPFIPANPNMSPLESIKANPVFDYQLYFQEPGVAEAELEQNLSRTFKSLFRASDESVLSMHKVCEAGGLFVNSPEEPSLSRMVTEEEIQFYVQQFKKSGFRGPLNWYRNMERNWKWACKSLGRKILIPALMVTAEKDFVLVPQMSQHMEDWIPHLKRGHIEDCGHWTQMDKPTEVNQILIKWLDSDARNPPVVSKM
# An asterisk follows results filed as active; / = not tested or not shown. Not a hit list. About 3.4% of those tested had a hit in this group.
SMILES,IL1B cytotox,hDAT+cocaine,VCAM1 TNFa inh,PLK1 inh,E coli WT exp,F-actin modifier,HUVEC tox TNFa,PLK1 PBD inh,sEH inhibitor
O=C(COc1cccc(C(F)(F)F)c1)NCCCN1CCCC1=O,-11.4,0.00395,8.4,-9.7,1.0,-4.1,-35.0,-8.8,13.1
COc1ccc(S(=O)(=O)N2CCN(C3CCN(Cc4ccccc4)CC3)CC2)cc1,-3.4,-1.76*,3.9,1.4,7.0,20.9,-31.0,-10.6,21.1
COc1ccc(N(Cc2ccccc2)C(=O)c2ccccc2[N+](=O)[O-])cc1,5.6,-1.17,4.2,-11.8,0.0,21.3,-14.5,2.0,1.6
CSCCOC(=O)C1=C(C)NC(=O)CC1c1ccccc1Cl (stereo unspecified),-35.7,0.33,-23.6,-2.8,13.0,-0.6,-24.7,-4.8,8.6
COc1ccccc1CC(=O)N1CCN(c2ccccn2)CC1,-0.3,0.128,-7.1,-11.2,3.0,12.4,-1.4,-3.5,6.1
CC(C(=O)O)N1C(=O)CSc2ncccc21 (stereo unspecified),-50.9,0.232,-4.7,-12.6,-2.0,22.5,-7.5,0.2,6.6
C=C(C)c1cccc(C(C)(C)NC(=O)N2CCN(C/C=C/c3ccccc3)CC2)c1,-6.9,1.98,-25.8,-1.7,8.0,-22.2,14.7,-3.0,-2.6
COc1ccc(OCCSc2nnc(CCNC(=O)c3ccc(OC)cc3)n2C)cc1,-29.2,0.52,-4.9,-6.6,11.0,10.4,-17.4,16.8,-5.1
CCOC(=O)c1cccc(NC(=O)C2CCCN(S(=O)(=O)c3c(C)n[nH]c3C)C2)c1 (stereo unspecified),-7.0,-0.279,-14.6,3.9,0.0,-3.1,18.0,-10.3,21.0
Cc1cc(NC(=O)CSc2nc3ccccc3n2CC(=O)N2CCC(C)CC2)no1,21.4,0.0175,27.5,-10.6,/,-11.8,-2.2,12.0,-4.5
COc1cc(/C=C(/C(=O)c2cccs2)c2nc3ccccc3[nH]2)cc(OC)c1O,-1.0,-0.967,31.4,-1.9,3.0,13.5,-1.2,8.2,-7.3
CCOc1cc(S(=O)(=O)n2cc(-c3ccc(F)cc3)c(N)n2)cc(OCC)c1OCC,23.0,0.771,8.0,4.3,-7.0,-12.1,-7.2,-11.4,9.1
O=CNC(=O)c1ccccc1C(=O)O,3.2,-0.438,3.9,-13.2,5.0,-6.9,-19.3,11.5,-0.9
Cc1ccc(NC(=O)c2cnn(-c3ccccc3)c2NC(=O)c2ccco2)cc1C,16.3,0.421,-17.5,0.2,-12.0,-31.1,0.0,1.7,-8.1
CCOc1c(Cl)cc(CNCC(C)C)cc1Cl,-20.4,1.53,14.4,-14.5,/,4.7,-20.5,16.0,3.9
COC(=O)C1=C(N)Oc2cc(C)n(Cc3ccco3)c(=O)c2C1c1cccc(Cl)c1 (stereo unspecified),-6.3,-0.413,21.8,-1.4,-17.0,-26.5,29.5,11.8,-14.4
CCn1c(SCC(=O)NCc2ccc3c(c2)OCO3)nnc1-c1c[nH]c2ccccc12,27.7,1.01,-17.4,-5.5,/,-6.5,13.0,9.1,-7.9
Oc1ccccc1-c1nc(N2CCN(Cc3ccccc3)CC2)c2ccccc2n1,-16.1,-0.467,5.8,-22.2,-13.0,17.9,-25.1,-11.6,/
Cc1ccccc1OCC(O)Cn1c2ccccc2c2ccccc21 (stereo unspecified),11.6,0.94,-37.2,-5.3,-11.0,18.1,/,1.0,-4.8
O=C(O)CCCN=C1CCCc2ccccc2N1,12.7,-0.912,0.4,-8.8,1.0,12.8,1.7,-5.0,2.1
CCOc1ccc(C(=O)OC2CCN(C)CC2)cc1,-23.4,0.0744,-7.3,-7.3,/,21.5,-47.3,-14.4,-3.5
Cc1ccc(S(=O)(=O)n2ccnc2)cc1C,-16.4,-0.343,4.1,-18.7,6.0,-13.2,-13.7,7.4,42.3
COc1ccc(CCC(=O)Nc2cc(Cl)ccc2N2CCN(C)CC2)cc1,-4.3,-1.61,-2.0,-8.6,6.0,-10.9,-4.3,-5.9,-13.9
C=CCNC(=O)c1ccc(N(C)S(=O)(=O)c2ccc(OC)cc2)cc1,1.1,0.851,6.9,-2.0,4.0,-18.5,0.8,-5.5,5.7
COc1cc(C(=O)NCc2nnc(SCC(=O)NCc3ccccc3)o2)cc(OC)c1OC,22.2,0.439,12.9,-35.2,2.0,-9.8,3.2,26.7,-0.4

# (next part)
SMILES,IL1B cytotox,hDAT+cocaine,VCAM1 TNFa inh,PLK1 inh,E coli WT exp,F-actin modifier,HUVEC tox TNFa,PLK1 PBD inh,sEH inhibitor
CCOC(=O)C1=C(Cn2cnc3ccccc32)NC(=O)NC1c1cc(C)ccc1C (stereo unspecified),-16.3,0.834,8.1,-9.7,-3.0,-10.2,-0.7,-27.6,1.3
O=C(c1ccc2c(c1)OCO2)N1CCCC1,-15.5,-0.665,5.9,-1.8,-1.0,-11.5,26.1,-14.0,4.5
Cc1ccc(S(=O)(=O)NCC(=O)OCC(=O)c2ccc(Br)s2)cc1,-8.1,-0.139,5.6,-10.2,4.0,2.6,-18.1,9.8,1.1
COc1ccc(NC(=O)c2cccs2)cc1OC,15.6,-0.13,-4.2,-8.0,9.0,0.9,1.9,32.1,-17.7
Clc1cc(Cl)c2nc(N3CCCC3)sc2c1,-24.0,0.000686,2.5,-4.8,/,-17.6,3.5,13.4,/
CCOc1ccc(N2C(=O)CC(N3CCN(C(=O)c4ccco4)CC3)C2=O)cc1 (stereo unspecified),-8.7,-0.602,9.6,-1.0,6.0,1.3,-27.4,25.3,-2.1
COc1cccc(CNCCc2c[nH]c3ccccc23)c1OCc1ccc(F)cc1,-15.0,0.877,5.9,-9.1,25.0,-5.6,-17.7,8.0,-2.0
O=C(NCCNC(=O)c1cc(OCC(F)(F)F)ccc1OCC(F)(F)F)Nc1ccc(Cl)cc1,2.3,0.524,4.9,-12.0,6.0,5.9,-7.9,-13.0,51.1
COc1ccc(-c2c(C#N)c(SCC(N)=O)nc3c2CCCC3)cc1,-10.5,-0.0873,-6.3,-7.6,/,-13.7,-3.6,18.1,0.5
O=C(NC1CCCC1)C(c1ccc(O)cc1)N(CC1CCCO1)C(=O)C1COc2ccccc2O1 (stereo unspecified),2.3,1.1,-8.3,-0.3,1.0,-0.7,-38.9,-3.8,-6.2
COC(=O)C1=C(C)N(c2cc(Cl)cc(Cl)c2)C(=O)C1,-15.8,0.693,33.1,-0.8,2.0,-21.6,-9.7,-27.9,/
O=C(c1cccc(Cl)c1Cl)N1CCN(c2ccccn2)CC1,-9.3,-0.23,19.8,-11.1,3.0,-14.6,1.5,-16.4,12.4
CCOC(=O)C1=C2N(C)c3ccccc3N2CCC1=O,-40.9,-0.0131,6.2,-7.1,2.0,-5.5,-8.6,-3.9,/
CCN(CC)CCn1c(-c2ccccc2)nc(=S)c2c1CC(C)(C)OC2,24.0,0.129,6.2,-10.1,0.0,8.5,-1.3,-1.8,-3.0
Cc1cc2n(n1)SC(Nc1ccc(F)cc1)N2 (stereo unspecified),-22.8,-0.641,-2.8,-10.8,/,-12.7,10.6,-3.3,-5.8
COc1ccc(NC(=O)/C=C/c2cc(Br)ccc2OC)cc1,-13.8,0.12,3.7,-0.5,-10.0,-12.1,-10.6,-13.4,7.7
Nc1nc(-c2ccc(Br)cc2)cc(C(F)(F)F)n1,-10.0,-0.246,3.3,-2.2,-4.0,-42.3,-18.8,-11.5,1.5
COc1ccc(NC(=O)NCc2cccn2C)c(OC)c1,-15.2,-1.29,-14.8,-12.4,-5.0,0.2,-9.4,-6.0,4.8
CCCC(=O)Nc1nnc(-c2cccc(OCC)c2)s1,14.6,0.155,4.5,-4.6,-5.0,-5.7,-42.5,-9.1,-0.7
N=c1c2c(-c3ccccc3)c(-c3ccccc3)oc2ncn1CCCN1CCOCC1,4.4,1.04,-9.4,-3.3,6.0,-3.7,11.7,-2.1,6.5
COc1ccc(C(=O)Cn2c(Br)nc3c2c(=O)n(C)c(=O)n3C)cc1,-6.1,0.263,-7.0,0.8,-12.0,23.1,-45.4,16.6,3.4
Cc1ccc(N=Cc2nc(/C=C/c3cccc([N+](=O)[O-])c3)oc2O)cc1,-9.1,0.746,9.5,-18.3,-4.0,-2.3,-3.8,22.0,-13.7
COc1ccc(CCNC(=O)C(=O)NCc2ccccc2)cc1OC,9.2,-0.0213,6.8,-13.6,-10.0,14.8,-11.8,-0.7,-5.0
O=C(O)CN(c1ccccc1F)S(=O)(=O)c1ccccc1,-11.7,0.0472,4.8,-6.1,9.0,-18.5,-17.8,-13.2,0.9
COc1ccccc1CNC(=O)CSCc1cnn(-c2ccccc2)c1-n1cccc1,3.5,0.149,-21.2,-7.3,-15.0,7.1,2.4,-36.6,17.0

# By substructure: the compounds so far with bromine.
SMILES,IL1B cytotox,hDAT+cocaine,VCAM1 TNFa inh,PLK1 inh,E coli WT exp,F-actin modifier,HUVEC tox TNFa,PLK1 PBD inh,sEH inhibitor
Cc1ccc(S(=O)(=O)NCC(=O)OCC(=O)c2ccc(Br)s2)cc1,-8.1,-0.139,5.6,-10.2,4.0,2.6,-18.1,9.8,1.1
COc1ccc(NC(=O)/C=C/c2cc(Br)ccc2OC)cc1,-13.8,0.12,3.7,-0.5,-10.0,-12.1,-10.6,-13.4,7.7
Nc1nc(-c2ccc(Br)cc2)cc(C(F)(F)F)n1,-10.0,-0.246,3.3,-2.2,-4.0,-42.3,-18.8,-11.5,1.5
COc1ccc(C(=O)Cn2c(Br)nc3c2c(=O)n(C)c(=O)n3C)cc1,-6.1,0.263,-7.0,0.8,-12.0,23.1,-45.4,16.6,3.4

# The list goes on.
SMILES,IL1B cytotox,hDAT+cocaine,VCAM1 TNFa inh,PLK1 inh,E coli WT exp,F-actin modifier,HUVEC tox TNFa,PLK1 PBD inh,sEH inhibitor
COc1ccc(-c2csc3nc(-c4ccccc4F)oc(=O)c23)cc1OC,11.9,0.00207,2.5,-12.2,-9.0,-3.2,5.7,0.4,-7.9
Cn1c(=O)c2cc(S(=O)(=O)NC(Cc3ccccc3)C(=O)NCc3ccco3)ccc2n(C)c1=O (stereo unspecified),16.7,-0.613,11.0,-9.4,5.0,-18.6,1.8,1.6,0.1
O=C(CCc1nc2cccnc2n1Cc1ccccc1)NCCc1ccc(Cl)cc1,-11.4,0.605,3.0,-11.7,6.0,-6.5,8.0,5.7,10.9
COC(=O)c1ccc(C2/C(=C(\O)c3ccc4c(c3)OCCO4)C(=O)C(=O)N2CCCN(C)C)cc1 (stereo unspecified),1.5,0.964,2.1,-15.4,-7.0,17.8,-53.6,-17.1,6.0
O=C(NC1CC1)C1CCN(c2ncnc3c2sc2cccc(F)c23)CC1,8.8,1.06,-2.0,-22.9,-5.0,-21.0,-5.3,-16.3,33.1
COc1ccccc1Nc1nc(NCCO)c2ccccc2n1,-28.8,0.286,-8.0,-9.2,-8.0,27.0,-46.9,5.0,5.7
CCOC(=O)N1CCC(NC(=O)C2CCN(C(=O)N3CC(C)Oc4ccccc43)CC2)CC1 (stereo unspecified),-7.1,1.05,1.5,-14.7,5.0,12.1,-26.6,-13.1,37.1
CSCC[C@H](NC(=O)Nc1cccc(C(F)(F)F)c1)C(=O)O,-7.1,-0.179,7.7,5.2,2.0,-20.4,-1.2,-1.7,/
c1ccc(SCc2nc3ccccc3[nH]2)nc1,12.3,-0.334,-13.6,-15.4,37.0,12.4,-14.6,15.9,5.3
COc1ccccc1NC(=O)Cc1csc(N)n1,-22.2,-0.817,-41.5,-3.3,0.0,15.4,-28.3,-4.9,16.0
